All columns: NCI-60 one-dose screen, growth in % after 48 h at 10 µM unless noted; 100 = growth as untreated, 0 = no growth, -100 = all killed.
UO-31 – UO-31 renal cancer; hit rate 5.2% among 81,000; AID 1794768
TK-10 – TK-10 renal cancer cells; hit rate 3.9% among 81,000
IGROV1 – IGROV1 ovarian cancer; hit rate 4.7% among 79,000; AID 1794786
SN12C – SN12C renal cancer cells; hit rate 3.8% among 81,000; AID 1794767
786-0 – 786-0 renal cancer cells; hit rate 5.1% among 81,000; AID 1794775
SK-OV-3 – SK-OV-3 ovarian cancer cells | hit rate 3.2% among 80,000
ACHN – ACHN renal cancer; hit rate 4.9% among 81,000; AID 1794771
RXF 393 – RXF 393 renal cancer cells; AID 1794773; hit rate 6.9% among 77,000
Numbers without * were called inactive; nt = no result given; & = joins results of further samples. Rule for the calls: active = growth percent below 10; inactive = the rest. Compounds as they come, and some 9.6% of all compounds hit somewhere here.

SMILES	UO-31	TK-10	IGROV1	SN12C	786-0	SK-OV-3	ACHN	RXF 393
O=C(Nc1nn(-c2ccc(F)cc2F)nc1-c1ccccc1)c1ccccc1	82	103	84	101	90	108	102	100
O=C(/C=C/C(=O)Oc1ccccc1C(=O)O)Oc1ccccc1C(=O)O	78	103	101	107	122	101	107	105
c1ccc(CCSc2ncnc3nc[nH]c23)cc1	84	122	nt	87	102	nt	91	nt
Cc1cc(=O)oc2cc(O)cc(O)c12	84	98	108	102	98	104	102	114
C#Cc1nc(C(=O)NCCC(=O)Nc2ccc(NC(=O)c3ccc(/C=C/C(=O)c4nccn4C)cc3)cc2)cs1	31	70	-25*	14	-60*	86	-67*	46
CN(C)C(C#N)C(=O)c1ccccc1 (centres undefined)	78	108	100	105	97	87	115	110
CCOC(=O)c1ccc(OC)cc1	91	86	110	102	100	112	104	110
OC(c1cccc(OCc2ccccc2)c1)c1nnc(-c2ccccc2)o1 (centres undefined)	68	143	92	93	100	106	93	95
CCOC(=O)Cn1c(-c2ccc(S(C)(=O)=O)cc2)nc2cc(Cl)ccc21	78	107	89	97	95	77	93	100
C/C(=N\C(N)=S)c1nc2ccccc2n1CCBr	75	106	101	92	110	103	97	123
c1ccc2c(c1)[nH]c1ccccc12	90	95	109	102	96	109	115	121
O=C(O)c1cc(-n2c(O)c(C=C3N=c4ccccc4=N3)sc2=S)ccc1O	74	101	93	94	104	100	103	95
COc1cc(CNC(=O)CCCC/C=C/C(C)C)ccc1OCc1cn(-c2ccc(Cl)c(Cl)c2)nn1	76	109	99	88	100	99	94	98
Clc1c(-c2ccccc2)[nH]c2c1CCc1cnoc1-2	74	109	105	103	99	111	109	128
O=C(Nc1ccc(-c2nc3ccccc3s2)cc1N1CCOCC1)c1ccccn1	71	137	66	76	70	78	57	nt
Cc1cc(NCCN2CCCCC2)c2ccc3ccccc3c2n1	34	81	64	76	91	93	87	73
CS(=O)(=O)NCCSc1nc(-c2ccccc2)c(C#N)c(=O)[nH]1	88	91	110	105	102	116	102	124
Cn1cc(NC(=O)CCl)c(=O)n(C)c1=O	91	108	102	103	100	118	112	112
N#Cc1n[nH]n2c1nc(=O)c1sc3ccccc3c12	74	124	82	94	97	118	99	122
Cc1ccc(-c2cc(C(=O)N=Nc3c(O)[nH]c4ccccc34)c3ccccc3n2)cc1	52	63	60	-9.3*	36	91	26	nt
COc1cc2oc(-c3cccc(NC(=O)c4ccc(C(F)(F)F)cc4)c3)cc(=O)c2c(OC)c1OC	86	90	92	87	80	90	80	72
COc1ccc(Cn2c(-c3nonc3N)nc3cc(C(F)(F)F)ccc32)cc1	90	81	79	84	58	63	66	74
NNc1cc(Cl)c(S(=O)(=O)O)cc1Cl	83	97	92	93	94	83	90	110
CC1(C)CC[C@]2(C(=O)Nc3ccc(F)cc3)CC[C@]3(C)C(=CCC4[C@@]5(C)C[C@@H](O)[C@H](O)[C@@](C)(CO)C5CC[C@]43C)C2C1 (some centres undefined)	30	59	64	nt	51	25	31	-6.8*
CCCSc1ncnc2nc[nH]c12	101	97	98	90	106	100	98	109
COc1ccc(-n2c(SCc3n[nH]c(=S)n3C(=O)c3ccccc3)nc3cc(OC)c(OC)cc3c2=O)cc1	58	88	78	75	100	106	53	99
CCOC(=O)Nc1ccc2c(=O)n(-c3ccccc3C)c(C)nc2c1	77	99	102	102	103	107	97	114
COc1ccc2c(c1)/C(=C/c1ccc(OCC(=O)Nc3ccccc3)cc1)C(=O)N2	84	132	102	97	107	101	100	110
NC(N)=N/N=C(\c1ccc(Br)cc1)C1CC1	77	109	101	96	95	103	94	100
CN(C)/C(N)=N/c1nc(=O)c2ccccc2c(=O)[nH]1	91	95	100	101	97	104	102	104
O=C(CN1CCn2c(nnc2C(F)(F)F)C1)Nc1nc2ccc(F)cc2s1	92	101	107	98	102	116	105	100
Oc1ccc(Cl)c(Nc2ncnc3c2cnn3CC(Cl)c2ccc(Br)cc2)c1 (centres undefined)	21	47	-2.6*	44	64	49	8.0*	-8.5*
COC(=O)C1C2OC(C(Br)C2Br)C1C(=O)OC (centres undefined)	89	95	103	101	109	98	97	105
Cc1nc(NS(=O)(=O)c2ccc(N)cc2)nc(C)c1C	91	101	102	107	102	103	114	112
Cc1ccc(-c2nc3ccccc3c(=O)o2)cc1	104	123	110	98	98	102	103	121
Cc1ccc(-c2nc(C#N)c(NCCCN)o2)cc1	89	102	103	96	101	nt	98	114
N#C/C(=C\C=C\c1ccc(-c2cc(Cl)ccc2Cl)o1)c1nc2ccccc2s1	68	118	71	92	102	77	90	99
CCCCc1ccc(N=Nc2ccc(OCCOCCOCCO)cc2)cc1	68	75	55	85	89	81	74	83
COc1ccc(/C=C2\SC(=S)N(CCc3ccc(O)cc3)C2=O)cc1	58	102	28	91	95	108	102	111
N#Cc1c(-c2ccc(Cl)cc2Cl)c2c(N)nn(-c3ccccc3)c2oc1=O	81	104	104	103	98	102	101	113
CCCCCCCSc1ccc(C(=O)O)cc1	84	105	101	93	100	102	95	94
O=C(Nc1cccc(-n2cc(-c3ccncc3)c(-c3ccc(O)c(Cl)c3)n2)c1)c1ccc(Cl)c(Cl)c1	36	104	61	71	55	81	49	16
CN(C)CC(=O)Nc1ccc(-n2cc(-c3ccncc3)c(-c3ccc(Cl)c(O)c3)n2)cc1	108	93	116	108	100	102	103	128
CCOC1=C(OCC)C(=O)c2ccccc2C1=O	91	96	113	100	96	109	106	106
CC(=O)/C(C=NC(=O)c1ccccc1)=C(/C)O	98	94	110	97	102	102	118	110
CC(=O)OCCCCCCl	87	90	95	101	97	106	102	132
COc1ccc(/C=C2/C(=O)N(c3ccccc3)N=C2N)cc1	68	81	90	93	94	101	91	114
O=C(Nc1cc(Br)ccn1)c1cc2cc(Nc3nc(-c4ccccc4)nc4ccccc34)ccc2oc1=O	75	106	115	110	94	103	103	133
Cc1cc(Cl)ccc1NC(=O)Nc1ccc2oc(=O)ccc2c1	97	103	112	106	101	106	107	109
C/C(=C\c1ccccc1)C(=O)c1ccccc1	96&91	113&89	103&109	106&109	97&118	132&98	104&103	106
CCSc1nnc2c(/C=C/c3ccc([N+](=O)[O-])cc3)nc3ccccc3n12	55	134	91	92	109	101	87	101
O=C(Nc1ccc(-n2ccc3c(NC(=O)c4ccccc4)nccc32)cc1)Nc1ccc(Cl)c(Cl)c1	-61*	nt	4.3*	11	-84*	60	2.7*	-94*
CCN1C2CCC1/C(=C\c1ccc(OC)cc1OC)C(=O)/C2=C/c1ccc(OC)cc1OC	45	56	60	59	61	79	78	77
COc1cc(Cn2c(-c3nonc3N)nc3ccccc32)ccc1C	48	54	48	36	40	30	41	-8.4*
COc1cccc(/C=C/[C@H]2O[C@@H](C)[C@H](O)[C@@H]2O)c1CO	90	114	115	98	112	109	109	118
COc1cc(C2CC(=O)Nc3ncn(-c4ccc(F)cc4)c32)cc(OC)c1O (centres undefined)	93	100	109	108	108	104	105	110
O=C(O)c1ccc(-n2cc(/C=N/Nc3ccc(Br)cc3)c(-c3ccc(F)c(F)c3)n2)cc1	30	93	74	85	91	102	58	85
O=C(OCC(O)C(O)C(O)C(SCc1ccccc1)SCc1ccccc1)c1ccccc1 (centres undefined)	75	95	107	96	101	100	123	143
COc1cc2cc(NCc3cnn(C)c3C)nc(C)c2cc1OC	95	97	103	101	87	90	93	104
COc1ccccc1Nc1nnc(-c2ccc(Cl)cc2)o1	70	69	53	60	76	48	72	75
Carrying on.
SMILES	UO-31	TK-10	IGROV1	SN12C	786-0	SK-OV-3	ACHN	RXF 393
Clc1ccc(N/N=C(\c2ccccc2)c2ccccn2)nc1	2.2*	52	13	16	13	13	8.3*	25
Cc1cccc(N2CCN(C(C)C(N)=O)CC2)c1 (centres undefined)	87	107	109	108	103	101	106	119
COc1ccc(C2Nc3nc(OC)n(C)c(=O)c3N=C3c4ccccc4C(=O)C32)cc1 (centres undefined)	94	124	140	87	98	109	85	nt
CC1(C)OCC(C2OC2C2COC(C)(C)O2)O1 (centres undefined)	86	86	110	105	106	103	95	nt
CC(CCC(=O)O)(c1ccc(OC(=O)Nc2ccc(-c3ccccc3)cc2)cc1)c1ccc(OC(=O)Nc2ccc(-c3ccccc3)cc2)cc1	59	88	91	97	96	85	61	97
CC(=O)c1cc(Cl)ccc1O	78	99	116	110	104	111	100	106
CC[C@]1(O)C[C@@H]2CN(CCc3c([nH]c4ccccc34)[C@@](C(=O)OC)(c3cc4c(cc3OC)N(C)[C@H]3[C@@](O)(C(N)=O)[C@H](O)[C@]5(CC)[C@@H]6C[C@@H]6CN6CC[C@]43[C@@H]65)C2)C1	50	53	36	28	18	15	33	60
CO[C@H]1C[C@H]2[C@@H]3CCC4=CC(=O)CC[C@]4(C)[C@H]3CC[C@]2(C)[C@@]1(O)C(=O)COC(C)=O	87	96	95	111	94	101	99	118
O=C(C1=CNC(=S)NC1c1ccc(O)cc1)c1cc2ccccc2oc1=O (centres undefined)	72	130	108	99	109	93	108	109
CCCN1[C@@H]2CC[C@H]1/C(=C\c1ccc(OC)cc1OC)C(=O)/C2=C/c1ccc(OC)cc1OC	31	55	39	49	60	73	62	57
CCCCCCCCCCCCNC(=S)N/N=C/c1cc(Cl)ccc1O	66	107	90	86	102	111	101	105
COc1ccc(/C(C)=N/N=C2C(=O)N(C)c3ccc(Cl)cc32)cc1S(N)(=O)=O	69	135	90	93	103	87	88	83

Reprinted from above, 14 compounds:
SMILES	UO-31	TK-10	IGROV1	SN12C	786-0	SK-OV-3	ACHN	RXF 393
COc1cc2cc(NCc3cnn(C)c3C)nc(C)c2cc1OC	95	97	103	101	87	90	93	104
COc1ccccc1Nc1nnc(-c2ccc(Cl)cc2)o1	70	69	53	60	76	48	72	75
Clc1ccc(N/N=C(\c2ccccc2)c2ccccn2)nc1	2.2*	52	13	16	13	13	8.3*	25
Cc1cccc(N2CCN(C(C)C(N)=O)CC2)c1 (centres undefined)	87	107	109	108	103	101	106	119
COc1ccc(C2Nc3nc(OC)n(C)c(=O)c3N=C3c4ccccc4C(=O)C32)cc1 (centres undefined)	94	124	140	87	98	109	85	nt
CC1(C)OCC(C2OC2C2COC(C)(C)O2)O1 (centres undefined)	86	86	110	105	106	103	95	nt
CC(CCC(=O)O)(c1ccc(OC(=O)Nc2ccc(-c3ccccc3)cc2)cc1)c1ccc(OC(=O)Nc2ccc(-c3ccccc3)cc2)cc1	59	88	91	97	96	85	61	97
CC(=O)c1cc(Cl)ccc1O	78	99	116	110	104	111	100	106
CC[C@]1(O)C[C@@H]2CN(CCc3c([nH]c4ccccc34)[C@@](C(=O)OC)(c3cc4c(cc3OC)N(C)[C@H]3[C@@](O)(C(N)=O)[C@H](O)[C@]5(CC)[C@@H]6C[C@@H]6CN6CC[C@]43[C@@H]65)C2)C1	50	53	36	28	18	15	33	60
CO[C@H]1C[C@H]2[C@@H]3CCC4=CC(=O)CC[C@]4(C)[C@H]3CC[C@]2(C)[C@@]1(O)C(=O)COC(C)=O	87	96	95	111	94	101	99	118
O=C(C1=CNC(=S)NC1c1ccc(O)cc1)c1cc2ccccc2oc1=O (centres undefined)	72	130	108	99	109	93	108	109
CCCN1[C@@H]2CC[C@H]1/C(=C\c1ccc(OC)cc1OC)C(=O)/C2=C/c1ccc(OC)cc1OC	31	55	39	49	60	73	62	57
CCCCCCCCCCCCNC(=S)N/N=C/c1cc(Cl)ccc1O	66	107	90	86	102	111	101	105
COc1ccc(/C(C)=N/N=C2C(=O)N(C)c3ccc(Cl)cc32)cc1S(N)(=O)=O	69	135	90	93	103	87	88	83

More entries
SMILES	UO-31	TK-10	IGROV1	SN12C	786-0	SK-OV-3	ACHN	RXF 393
N#Cc1c(-c2ccc(Cl)cc2)cc(-c2ccc(Br)cc2)[nH]c1=O	68	88	91	87	87	105	94	128
Nc1ncnc2c1C(c1ccc([N+](=O)[O-])cc1)c1sc3c(F)cccc3c1O2 (centres undefined)	68	129	86	97	103	109	90	101
O=C(Nc1nc2ccccc2s1)Nc1ccccc1C(=O)O	68	218	74	92	100	87	96	102
CCN(CC)CCN1C(=O)c2c(c(C)c3c(oc4ccc(O)cc43)c2C)C1=O	-92*	-14*	1.6*	-42*	-36*	101	-80*	98
CCNS(=O)(=O)NCC	99	nt	110	97	107	113	nt	nt
CN(C)c1ccc(/C=C/C(=O)c2ccc(NC(=O)N3CCN(c4cc5c(cc4F)c(=O)c(C(=O)O)cn5C4CC4)CC3)cc2)cc1	66	108	90	89	89	96	97	99
CCOC(=O)c1ccc2c3c(ccc(C(=O)OCC)c13)C=C2	90	103	101	107	99	90	96	114
COc1ccc(-c2csc(NC(=O)CSc3nc(-c4ccc(C)cc4)c(C#N)c(=O)[nH]3)n2)cc1	72	98	100	100	95	112	100	104
CCC(=O)N(Cc1ccc(F)cc1)NS(=O)(=O)c1ccccc1	77	137	96	82	98	100	109	104
O=C1CCCN1C1CCN2c3ccccc3CCc3cccc1c32 (centres undefined)	78	96	87	93	102	105	87	95
CCCCCCC(C)CC1=C(O)c2ccccc2C(=O)C1=O (centres undefined)	43	61	42	47	27	78	38	60
O=C(CCC(=O)c1nc2ncccc2[nH]1)NN1C(=O)CSC1c1ccccc1Cl (centres undefined)	81	120	79	93	101	102	100	109
CCOC(=O)C1CCCC(=O)C1Cc1cccc(OC)c1 (centres undefined)	88	105	103	110	106	100	102	nt
O/N=C(/C(=N\O)c1ccco1)c1ccco1	89	102	106	96	117	97	97	118
O=C(Oc1ccc2c(c1)sc1nc(-c3ccccc3)[nH]c(=O)c12)C(F)(F)F	26	62	33	32	51	50	29	44
C=C(C)[C@@H]1CC[C@]2(C(=O)N3CCCNCC3)CC[C@]3(C)[C@H](CC[C@@H]4[C@@]5(C)CCC(=O)C(C)(C)[C@@H]5CC[C@]43C)[C@@H]12	85	127	94	84	95	106	105	82
Nc1ncc(CO)c(N)n1	89	104	101	103	101	99	98	103
NC(=O)c1ccc(Cl)cc1	89	96	100	100	93	97	106	96
COc1ccc(C2=NN(C(C)=O)C(c3ccc(N4CCOCC4)cc3)C2)cc1OC (centres undefined)	81	113	91	93	99	106	53	105
CCCOC(=O)c1ccc2c(c1)[N+](=O)C(C(=O)Nc1ccccc1)=C(C)[N+]2=O	88	107	80	95	114	96	107	98
